Source: PubChem (National Center for Advancing Translational Sciences (NCATS))
D1 ag = activates the human D1 dopamine receptor. P21728. AID 504660. HEK293 T-REx D1 cells, calcium flux, agonist mode. 360,000 tested, 1% active. activation, % at 2 µM; further: 0% is about no effect
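Tetracycline-induced HEK293 TREx D1 cells, force-coupled to calcium signalling, were dye-loaded with a no-wash calcium kit. Compound was pin-added after a 10 s baseline. Fluorescence was read kinetically at 1 cycle/s for 180 s, with calcium rises flagged as agonism.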
D1 PAM = enhances dopamine response at the human D1 receptor; P21728; HEK293 TREx D1 cells, calcium flux, dopamine EC20 potentiation; potentiation, % at 10 µM; 360,000 tested, 0.036% active; AID 504651; in the data active means potentiation above about 30%; further: 0% is about no effect
D1 antag = antagonists of human D1 dopamine receptor | 360,000 tested, 3.2% active | P21728 | activity change, negative = inhibition, % at 10 µM | HEK293 TREx D1 cells, calcium flux, dopamine EC80; stronger effect = lower value; in the data active means activity change below about -30%; further: on the % scale 0 is the no-effect control and ±100 the full control effect
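Calcium flux readout: force-coupled, inducible Hek293 Trex D1 line, cells induced overnight at 30 C with tetracycline, dye-loaded 30–90 min at RT. Antagonism scored against EC80 dopamine challenge given 180 s after compound.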
RXFP1 antagonist = blocks the human relaxin receptor RXFP1 | AID 1259400 | 350,000 tested, 0.59% active | Q9HBX9 | HEK293-RXFP1, relaxin-stimulated cAMP HTRF, 30 min; stronger effect = lower value | activity change, negative = inhibition, % at 57.5 µM;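 active means activity change of -60% or lower, but not beyond a set lower limit; inconclusive means change between -60% and -40%, or beyond the set limit; inactive means change above -40%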; further: on the % scale 0 is the no-effect control and ±100 the full control effect
Target sequence (Q9HBX9 whole entry, looked up): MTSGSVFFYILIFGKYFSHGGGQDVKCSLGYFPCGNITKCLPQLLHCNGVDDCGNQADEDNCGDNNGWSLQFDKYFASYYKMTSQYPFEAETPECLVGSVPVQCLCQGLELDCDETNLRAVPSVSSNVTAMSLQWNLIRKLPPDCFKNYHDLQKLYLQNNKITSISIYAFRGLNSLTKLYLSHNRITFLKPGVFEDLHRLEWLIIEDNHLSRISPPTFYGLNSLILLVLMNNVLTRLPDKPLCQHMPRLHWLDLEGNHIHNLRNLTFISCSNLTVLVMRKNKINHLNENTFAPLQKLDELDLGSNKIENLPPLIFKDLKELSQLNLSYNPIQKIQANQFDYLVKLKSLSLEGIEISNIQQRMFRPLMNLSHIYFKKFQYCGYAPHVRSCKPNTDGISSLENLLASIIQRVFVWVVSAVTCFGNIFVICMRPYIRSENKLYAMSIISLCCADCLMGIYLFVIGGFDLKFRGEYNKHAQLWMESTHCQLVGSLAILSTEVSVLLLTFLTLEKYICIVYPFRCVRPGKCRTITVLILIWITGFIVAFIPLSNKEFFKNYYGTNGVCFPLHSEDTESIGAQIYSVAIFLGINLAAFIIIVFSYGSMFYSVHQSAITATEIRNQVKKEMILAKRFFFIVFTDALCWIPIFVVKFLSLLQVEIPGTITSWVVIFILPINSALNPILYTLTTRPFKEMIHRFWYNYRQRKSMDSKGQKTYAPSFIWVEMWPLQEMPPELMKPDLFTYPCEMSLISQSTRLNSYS
TRHR PAM = TRH receptor (human) allosteric enhancement | P34981 | TRHR cells, fluo-8 calcium fluorescence, EC20 TRH enhancement | enhancement, % at 2 µM | 360,000 tested, 0.66% active | AID 493056; in the data active means enhancement above about 30%; further: 0% is about no effect
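TRHR-expressing cells loaded with fluo-8 calcium dye were read kinetically (ex 480/em 530) during compound addition, then stimulated with an EC20 of TRH (10 nM final). Enhancement of the Gq-mediated intracellular calcium response was scored.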
D2 PAM = positively modulates the human D2 dopamine receptor allosterically; P14416; HEK293 T-REx D2, calcium flux, EC20 dopamine potentiation; potentiation, % at 10 µM; 340,000 tested, 0.34% active;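 active means potentiation over 3 SD above the plate norm, cut at about 30% in these data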; further: 0% is about no effect
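Potentiation of an EC20 dopamine calcium response is measured in a force-coupled, tetracycline-inducible Hek293 Trex D2 line. Compound-only kinetic reads over 180 s flag agonists before dopamine addition.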
TRHR ag = activates the human TRH receptor. TRHR cells, calcium flux fluo-8, FDSS agonist mode. activation, % at 2 µM. 360,000 tested, 0.18% active; further: 0% is about no effect
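TRHR-expressing cells loaded with fluo-8 calcium dye; 23 nL library compound pin-transferred, kinetic FDSS fluorescence (Ex 480/Em 530) recorded about 180 s for agonist-induced calcium release, before a 10 nM TRH EC20 addition for potentiator mode.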
D2 agonist = activates the human D2 dopamine receptor; HEK293 T-REx D2 cells, calcium flux agonist mode; 340,000 tested, 0.53% active; activation, % at 2 µM;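 active means activation over 3 SD above normal in the single-dose calcium agonist read, cut at about 30% in these data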; further: 0% is about no effect
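HEK293 Trex D2 cells, tetracycline-induced, o/n 30 C 5% CO2; no-wash Ca dye, RT 30–90 min; 10-cycle baseline, 23 nl cpd added, kinetic Ca read 180 s; agonist hits = positive Ca response.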
D2 antag = antagonizes the human D2 dopamine receptor; P14416; HEK293 TREx D2 cells, calcium flux, dopamine EC80; inhibition, % at 10 µM; 340,000 tested, 2% active; AID 485344; in the data active means inhibition above about 30%; further: 0% is about no effect
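Measurement of antagonist activity uses fluorescent calcium dye in inducible HEK293 T-REx D2 cells: 10 s baseline, compound addition with 180 s read, EC80 dopamine addition with a further 180 s read.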
Active calls of the source: *; ? = inconclusive; · = no result given. Unless noted, no stated cut-off is given here; in the data, active means activation above about 30%; inactive means the rest.

Results follow in this order: D1 ag | D1 PAM | D1 antag | RXFP1 antagonist | TRHR PAM | D2 PAM | TRHR ag | D2 agonist | D2 antag
CCOC(=O)c1ccc(COC(=O)CCc2nc3ccccc3[nH]c2=O)o1
 : 0 | -5 | 8 | -9 | 28 | 12 | 0.9 | -1.7 | 8
COc1cc(NC(=O)CSc2nnc(C)s2)cc(OC)c1OC
 : 1 | -5 | 11 | 4 | -4 | -2 | 0.1 | 0.3 | 4
COc1ccc(-c2cc(C(=O)NCC(C)C)no2)cc1
 : 2 | 6 | 2 | -16 | 0 | -1 | 0.9 | -1.1 | -5
COCCCn1c(SC(C)C(=O)Nc2c(C)n(C)n(-c3ccccc3)c2=O)n[nH]c1=O (stereo not drawn)
 : 1 | 0 | 7 | -4 | 1 | -1 | 0.0 | 0.4 | 0
COc1ccc(NC(=O)c2ccc3c(c2)OCO3)cc1[N+](=O)[O-]
 : 5 | -6 | -6 | -6 | 14 | -5 | -0.8 | -1.0 | 8
C=CCOc1ccc(/C=C/C(=O)OCC(=O)NCCc2ccccc2)cc1
 : 7 | -6 | -19 | 0 | -3 | -4 | 0.0 | -0.1 | 9
CCCCCn1c(=O)[nH]c2cc(C(=O)NCc3ccco3)ccc2c1=O
 : 6 | -1 | 19 | -13 | -3 | -6 | 0.8 | 0.3 | -16
CCOCCCNC(=S)NCCNc1nc2ccc(C)cc2cc1C#N
 : 1 | -3 | 7 | -26 | 10 | -8 | 1.3 | 0.7 | 1
C/C=C/c1ccc(OCCCNC(C)CC)c(OC)c1 (stereo not drawn)
 : 1 | 5 | -2 | -14 | 5 | -6 | 0.2 | -0.5 | 3
Cc1cc(C)c(C#N)c(SCC(=O)c2cc(C)n(CCc3ccccc3)c2C)n1
 : 3 | -4 | 3 | -5 | -10 | -1 | 1.3 | 5.7 | -3
O=C1CCCc2cc(S(=O)(=O)N3CCCC(C(=O)NCc4ccccc4Cl)C3)ccc2N1 (stereo not drawn)
 : 0 | -6 | -15 | · | -17 | -3 | -0.2 | -0.4 | ·
Cc1ccccc1NC(=S)N(Cc1cccnc1)Cc1ccccc1Cl
 : 2 | -6 | 11 | -10 | 47* | -6 | -0.6 | 1.9 | -18
O=S(=O)(c1ccc(NC(=S)N/N=C/c2ccc(O)c(O)c2)cc1)N1CCOCC1
 : 1 | 4 | -9 | 7 | -3 | · | 0.3 | · | ·
COc1cccc(N(C(=O)CNC(=O)c2ccco2)C(C(=O)NC2CCCCC2)c2ccncc2)c1 (stereo not drawn)
 : 2 | -3 | -6 | 4 | -7 | -2 | -0.9 | -1.0 | 7
CC(C)(C)c1ccc(C(=O)NC2CCS(=O)(=O)C2)cc1 (stereo not drawn)
 : 4 | · | -7 | 2 | 2 | -1 | 1.8 | 1.9 | -18
C[C@@H]1NC(=O)c2cc([N+](=O)[O-])cc(I)c2OCC[C@@H](C(=O)NC(CC(=O)O)C(N)=O)NC(=O)[C@H](CC(N)=O)NC1=O (stereo partly drawn)
 : -2 | -10 | -14 | · | 8 | 0 | -0.1 | -0.6 | -23
NC(=O)C1CCN(c2oc(/C=C/c3ccc(F)cc3)nc2S(=O)(=O)c2ccccc2)CC1
 : 3 | -8 | -1 | 26 | -4 | 12 | -2.1 | 0.1 | -3
O=C(CSc1ccc(Cl)cc1)NN=C1CCCCCC1
 : 4 | -1 | 8 | -8 | 0 | 1 | -0.2 | -2.2 | -3
Cc1ccc(-c2nn(C)c(=O)c3ccccc23)cc1CN1CCOCC1
 : 4 | -4 | 19 | -1 | -6 | -1 | -0.5 | 0.0 | -8
CC1=C(C(=O)OCc2ccccc2)C(c2ccc3ccccc3c2)NC(=O)N1CCCC(=O)O (stereo not drawn)
 : 0 | -4 | 13 | · | -6 | 4 | -0.5 | 1.0 | 3
C/C=C(/C)C(=O)OC1c2c(ccc3ccc(=O)oc23)OC(C)(C)C1OC(C)=O (stereo not drawn)
 : 7 | -6 | -11 | 0 | -8 | -10 | 0.7 | · | ·
Cc1cc(NC(=O)COC(=O)c2c(Cl)cccc2Cl)no1
 : 2 | -2 | -23 | 0 | 5 | 1 | 1.0 | 0.2 | -11
O=[N+]([O-])c1cc(CN(CCO)CCO)ccc1O
 : 2 | 3 | 2 | -2 | 3 | 1 | 0.4 | 0.0 | -10
COc1cc(NC(=S)NCCc2c[nH]c3ccccc23)c(OC)cc1Cl
 : 4 | -1 | -7 | 3 | 49* | 3 | 0.3 | -2.4 | 0
COc1ccc(/C=N/Nc2nncc3ccccc23)cc1
 : 1 | 4 | 8 | 2 | 0 | -15 | 0.4 | 0.6 | 3
CCN(CC)c1cc2c(cc1F)c(=O)c(S(=O)(=O)c1ccccc1)cn2Cc1ccccc1
 : 1 | 6 | -11 | -25 | 7 | -6 | 0.3 | 1.0 | ·
COc1cc2c(cc1OC)CN(C(=O)c1ccc(OC)c(S(=O)(=O)N3CCCC3)c1)CC2
 : 1 | -7 | -8 | -11 | 4 | -2 | 0.3 | -2.9 | 4
CCN(C(=O)COC(=O)c1c(-c2ccccc2)noc1C)c1c(N)n(Cc2ccccc2)c(=O)[nH]c1=O
 : 1 | 2 | 10 | -1 | 5 | · | -0.8 | · | ·
Cc1ccccc1NC(=O)COC(=O)c1ccc2c(c1)OCCO2
 : 2 | 1 | 4 | 4 | 2 | 14 | 0.3 | 0.3 | -3
O=C1CCCc2c1cc(C(=O)Nc1ccc(Br)cn1)c(=O)n2-c1ccccc1
 : 3 | -3 | -5 | 0 | -4 | -3 | 1.6 | 3.8 | 10
CS(=O)(=O)c1ccc(Cl)c(C(=O)OCC(=O)NC2CCCCCCC2)c1
 : 0 | 1 | -11 | 2 | 1 | -10 | -0.3 | 0.5 | 27
CCCn1c(SCC(=O)NCCc2ccc(Cl)cc2Cl)n[nH]c1=O
 : 1 | -1 | 12 | -11 | -3 | -8 | -0.5 | -0.6 | -5
COCc1cc(=O)oc2cc(NC(=O)c3ccc(C(C)(C)C)cc3)ccc12
 : 2 | -2 | -5 | -3 | -5 | -6 | -0.5 | -1.2 | -7
Cc1c(-c2n[nH]c(=S)n2-c2ccc(Br)cc2)nnn1-c1ccc(Cl)cc1
 : 2 | 7 | 0 | ? | -4 | 9 | -0.2 | 0.0 | 2
CCOc1ccc(NC(=O)c2c(NC(=O)Cc3ccccc3)sc3c2CCCCC3)cc1
 : 2 | 0 | 0 | -7 | -4 | 3 | -0.3 | -0.2 | ·
CN(C)C(=O)C(Sc1ccc(S(=O)(=O)N2CCCC2)cn1)c1ccccc1 (stereo not drawn)
 : 1 | -3 | 2 | -3 | 8 | 1 | -0.4 | 0.2 | 3
O=C(NCc1nc2ccccc2[nH]1)C1=C[C@H](c2ccccc2)C[C@H](OCCCCO)O1
 : 5 | -4 | -22 | · | 5 | · | -0.5 | · | ·
O=C(Nc1c(F)cc(F)cc1Br)C1CCCO1 (stereo not drawn)
 : 0 | 1 | -10 | 12 | 6 | 0 | 1.0 | 0.5 | -13
Cc1cc(N)n(-c2ccc(S(N)(=O)=O)cc2[N+](=O)[O-])n1
 : 4 | -2 | 9 | -1 | 9 | 6 | 0.1 | 0.4 | -4
CC(C)(C)NC(=O)C(=O)NCCC1=CCCCC1
 : 0 | 2 | 16 | -8 | 2 | -3 | 0.2 | 0.3 | -1
Cc1n[nH]c(C)c1S(=O)(=O)N1CCCC(C(=O)Nc2ccc3c(c2)OCCO3)C1 (stereo not drawn)
 : 0 | -6 | -7 | · | 0 | -14 | -0.7 | 0.6 | -8
CCCCN1C(=O)C(=O)NC[C@@H]1C(C)CC (stereo partly drawn)
 : 8 | 4 | 2 | · | -1 | 11 | -0.4 | 0.1 | 27
CN(CC1COc2ccccc2O1)C(=S)Nc1ccccc1F (stereo not drawn)
 : 2 | -8 | -14 | -10 | 0 | 6 | -0.5 | 3.9 | 22
CC(C)(C)OC(=O)N1CCC(c2c(C(=O)NCc3cccs3)cnn2-c2cccc(F)c2)CC1
 : 3 | 8 | 10 | 8 | 24 | 3 | 0.4 | -0.3 | ·
O=[N+]([O-])c1ccccc1N/N=C/c1cc2ccccc2nc1Cl
 : -1 | -8 | -10 | -15 | -4 | 3 | -0.4 | -0.6 | -13
COC(=O)C1C2C=CC3(CN(c4cccc(Cl)c4)C(=O)C13)O2 (stereo not drawn)
 : 1 | 1 | -2 | -7 | -6 | 3 | 0.1 | 1.1 | -4
CC1=C(C(N)=O)C(c2ccc(C)cc2)n2nc(SCc3ccccc3)nc2N1 (stereo not drawn)
 : -1 | 1 | 2 | · | 5 | 21 | -0.5 | -2.3 | ·
COc1ccc2nc(Nc3ccccc3)sc2c1
 : 4 | -3 | -27 | 5 | 6 | -9 | 0.7 | -0.6 | 1
Cc1ccc(NC(=O)c2oc3ccc(S(=O)(=O)N4CCC5(CC4)OCCO5)cc3c2C)c(C)c1
 : -1 | 2 | -6 | ? | -3 | · | 0.5 | -1.2 | ·
COCCCNC(=O)C1CC(=O)N(CCc2ccccc2)C1 (stereo not drawn)
 : 0 | -7 | 6 | 10 | -4 | -12 | 0.1 | 1.0 | 12
N#Cc1cccc(CN2CCC(=O)N([C@H](CO)Cc3ccccc3)CC2)c1
 : -1 | 6 | -45* | · | -4 | -6 | 1.2 | 2.4 | -8
CCCS(=O)(=O)c1c(S(=O)(=O)CCC)c2c(C(N)=O)cccn2c1C(=O)c1ccc(F)cc1
 : 1 | 10 | 21 | -3 | -6 | 2 | -0.2 | 0.9 | 10
NC(=O)c1ccccc1C[C@H](C(=O)O)N1C(=O)c2ccc(C(=O)O)cc2C1=O
 : 2 | -3 | -3 | · | 0 | · | -0.8 | · | ·
CN(C(=O)c1cccc(NC(=O)Cc2ccccc2)c1)c1ccccc1
 : 11 | 0 | -10 | -5 | -3 | 2 | 0.9 | 1.2 | -4
CCOc1ccc(C(=O)Nc2ccc(N3CCN(S(C)(=O)=O)CC3)cc2)cc1[N+](=O)[O-]
 : 1 | -1 | -6 | -12 | -5 | -1 | 0.5 | 0.8 | 7
CCSc1nc2ccccc2c(OCc2cc(C(=O)OC)ccc2OC)c1C(=O)OC
 : 40* | 1 | -62* | · | 7 | -5 | 5.4 | 4.4 | ·

Rewritten as labelled records: part of the list above.
COC(=O)C1C2C=CC3(CN(c4cccc(Cl)c4)C(=O)C13)O2 (stereo not drawn)
  D1 ag = 1
  D1 PAM = 1
  D1 antag = -2
  RXFP1 antagonist = -7
  TRHR PAM = -6
  D2 PAM = 3
  TRHR ag = 0.1
  D2 agonist = 1.1
  D2 antag = -4
CC1=C(C(N)=O)C(c2ccc(C)cc2)n2nc(SCc3ccccc3)nc2N1 (stereo not drawn)
  D1 ag = -1
  D1 PAM = 1
  D1 antag = 2
  RXFP1 antagonist = ·
  TRHR PAM = 5
  D2 PAM = 21
  TRHR ag = -0.5
  D2 agonist = -2.3
  D2 antag = ·
